D2 PAM – HTS Assay for Positive Allosteric Modulators of the Human D2 Dopamine Receptor: Primary Screen for Potentiators | D(2) dopamine receptor (Homo sapiens), P14416 | HEK293 T-REx D2, calcium flux, EC20 dopamine potentiation | potentiation, % at 10 µM | actives 0.34% (n = 340,000) | AID 485347, 2010;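 active = potentiation over 3 SD above the plate norm, cut at about 30% in these data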; also: 0% is about no effect
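Potentiation of an EC20 dopamine calcium response measured kinetically over 180 s, after a preceding 180 s compound-only read flagging agonists. Cells: inducible Hek293 Trex D2 line, 4000/well, cultured overnight at 30 C before dye loading.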
Vif-A3F inh – qHTS for Inhibitors of Vif-A3F Interactions: qHTS. HeLa A3F-eYFP + Vif (tagged APOBEC3F with the HIV-1 protein that degrades it), YFP fluorescence increase. Potency, µM (top dose mostly 46.1 µM), inactives show top-dose activity, negative = active. actives 0.2% (n = 390,000); also: potency is read from the fitted curve at half-maximal effect; % of control where 0% means no effect; nearly all actives have a fitted effect of over 65% in size
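HeLa cells stably expressing Vif plus C-terminally eYFP-tagged A3F were seeded, incubated overnight at 37 deg C, dosed with compound, incubated overnight again at 37 deg C. Yellow fluorescence (Ex 488/Em 500-530) reported blocked Vif-mediated A3F-eYFP degradation.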
Vif-APOBEC3G blk – qHTS for Inhibitors of Vif-A3G Interactions: qHTS; HeLa A3G-eYFP + Vif (tagged APOBEC3G with the HIV-1 protein that degrades it), YFP fluorescence, overnight; DNA dC->dU-editing enzyme APOBEC-3G (Homo sapiens), Q9HC16; actives 0.076% (n = 410,000); AID 602310, 2012; Potency, µM (series often up to 46.1 µM), for inactives: at the top dose activity, negative = active, most hits filed as inhibitors;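 also: potency is read from the fitted curve at half-maximal effect; % is scaled to controls: 0 for no effect and ±100 for the full control effect; nearly all actives have a fitted effect of over 60% in size; hits raise eYFP signal because A3G escapes Vif-driven loss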
Target sequence (Q9HC16 whole entry, looked up): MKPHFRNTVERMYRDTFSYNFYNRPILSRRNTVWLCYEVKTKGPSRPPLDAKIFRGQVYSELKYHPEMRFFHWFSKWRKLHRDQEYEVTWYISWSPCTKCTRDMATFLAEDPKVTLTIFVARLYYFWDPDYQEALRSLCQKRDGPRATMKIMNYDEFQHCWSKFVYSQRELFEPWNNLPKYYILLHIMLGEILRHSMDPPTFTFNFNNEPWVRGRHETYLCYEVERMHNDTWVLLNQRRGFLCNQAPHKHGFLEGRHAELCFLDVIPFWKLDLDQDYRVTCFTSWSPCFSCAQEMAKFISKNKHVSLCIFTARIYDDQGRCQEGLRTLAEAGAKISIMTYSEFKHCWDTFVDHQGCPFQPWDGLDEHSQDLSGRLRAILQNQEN
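Read-out is eYFP fluorescence (Ex 488/Em 500-530) from Vif-expressing HeLa A3G-eYFP cells; more signal means A3G escaped Vif-mediated degradation. Cells plated overnight, compound pinned in, incubated overnight at 37 deg C.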
D1 antagonist – Antagonist of Human D 1 Dopamine Receptor: qHTS; D(1A) dopamine receptor (Homo sapiens), P21728; HEK293 TREx D1 cells, calcium flux, dopamine EC80; hits give low values; activity change, negative = inhibition, % at 10 µM; actives 3.2% (n = 360,000); AID 504652, 2011; in the data active = activity change below about -30%; also: % is scaled to controls: 0 for no effect and ±100 for the full control effect
Target sequence (P21728 whole entry, looked up): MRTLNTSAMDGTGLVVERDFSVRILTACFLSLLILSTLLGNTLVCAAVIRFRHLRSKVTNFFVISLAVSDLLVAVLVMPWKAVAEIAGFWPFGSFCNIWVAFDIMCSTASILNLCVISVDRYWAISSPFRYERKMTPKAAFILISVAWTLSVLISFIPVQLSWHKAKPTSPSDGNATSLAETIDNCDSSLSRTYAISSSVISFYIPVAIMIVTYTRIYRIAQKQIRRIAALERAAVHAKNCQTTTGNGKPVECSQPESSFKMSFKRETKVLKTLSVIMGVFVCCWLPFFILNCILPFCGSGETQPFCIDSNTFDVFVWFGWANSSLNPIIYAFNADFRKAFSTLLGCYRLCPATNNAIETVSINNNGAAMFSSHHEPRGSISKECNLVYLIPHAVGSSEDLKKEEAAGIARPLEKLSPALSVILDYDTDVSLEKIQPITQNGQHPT
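Antagonism measured as reduced calcium response to an EC80 dopamine addition following 180 s compound pre-read; cells were inducible HEK293 Trex D1 plated overnight at 30 C, read kinetically at 1 cycle/sec.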
D1 agonist – Allosteric Agonists of the Human D1 Dopamine Receptor: qHTS; D(1A) dopamine receptor (Homo sapiens), P21728; AID 504660, 2011; activation, % at 2 µM; actives 1% (n = 360,000); HEK293 T-REx D1 cells, calcium flux, agonist mode; in the data active = activation above about 30%; also: 0% is about no effect
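Agonism was scored from calcium flux recorded over 180 s (1 read/s) after pintool compound addition, following a 10-cycle baseline. Cells were inducible force-coupled HEK293 TREx D1, plated overnight at 30 C and loaded with no-wash calcium dye.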
RXFP1 ag – qHTS Assay for Agonists of the Relaxin Receptor RXFP1; actives 0.3% (n = 370,000); AID 2676, 2010; Potency, µM (series often up to 57.5 µM), for the others: top-dose activation, usual class: activators; HEK293T-RXFP1 cAMP TR-FRET, 30 min; response scale: percent of porcine relaxin response, buffer zero; Relaxin receptor 1 (Homo sapiens), Q9HBX9; also: potency is read from the fitted curve at half-maximal effect; % is scaled to controls: 0 for no effect and ±100 for the full control effect; nearly all actives have a fitted effect of over 60% in size; many of its hits are not listed in these tables
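Agonist response is measured as cAMP accumulation in an RXFP1-transfected HEK293T line under PDE4 inhibition. Values are scaled between buffer-only and 29 nM porcine relaxin, and EC50s come from standard Hill equation fits.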
D1 PAM – Potentiators of Human D1 Dopamine Receptor: qHTS; D(1A) dopamine receptor (Homo sapiens), P21728; HEK293 TREx D1 cells, calcium flux, dopamine EC20 potentiation; potentiation, % at 10 µM; actives 0.036% (n = 360,000); AID 504651, 2011; in the data active = potentiation above about 30%; also: 0% is about no effect
GRP78 ERSR act – qHTS for Inducers of the Endoplasmic Reticulum Stress Response (ERSR) in Human Glioma: qHTS; U87-MG GRP78 promoter luciferase reporter, 16 h; Potency, µM, for inactives: top-dose activation, most hits filed as activators; actives 0.02% (n = 420,000); also: potency is read from the fitted curve at half-maximal effect; series mostly up to about 76 µM; % of control where 0% means no effect; nearly all actives have a fitted effect of over 35% in size
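Stably transfected U87-MG glioma cells carrying a GRP78-based luciferase sensor; 16 h compound incubation. Luminescence end-point read 10 min after Bright-Glo addition at room temperature.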
LDHA block – qHTS assay for inhibitors of human lactate dehydrogenase; actives 0.15% (n = 480,000); purified LDHA, NADH/diaphorase-resazurin fluorescence; hits give low values; activity change, % (values are at about 110 or 230 µM); in the data active = activity change below about -30%;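 also: plate controls were DMSO wells for no effect and wells without enzyme for full effect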
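Enzyme activity of human lactate dehydrogenase 5 (2 nM; 0.06 mM NADH, 0.2 mM pyruvate, 5 min, RT) is measured via a resazurin/diaphorase fluorescence readout of residual NADH.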
* hit, by the source's call; / = not tested or not shown. Unless noted, calls follow the shape of the dose curve; as a rule, active = well fitted curve in the direction sought with a large enough effect; inconclusive = small, poorly fitted or top-dose-only effect, or another doubt; inactive = no such curve, though single readings can be large; an effect the other way counts as inactive or inconclusive.

Each structure is followed by: D2 PAM	Vif-A3F inh	Vif-APOBEC3G blk	D1 antagonist	D1 agonist	RXFP1 ag	D1 PAM	GRP78 ERSR act	LDHA block
NS(=O)(=O)c1ccc(NC(=O)CSc2nnc(-c3cnccn3)n2-c2ccccc2)cc1
→ -6	-7%	1%	-3	0	-0.8%	-1	-3%	-2
CCC(=Nc1ccccc1)C1=C(O)CCCC1=O
→ 6	-6%	0%	5	2	-0.4%	-2	-4%	7
Cc1ccc(OCCn2c(Br)nc3c2c(=O)n(C)c(=O)n3C)cc1
→ 25	7%	2%	-33*	13	3.7%	-6	-3%	3
Cc1cccc(NC2=NCC(=O)N2CCc2ccccc2)c1
→ 2	-7%	-1%	-36*	3	-0.4%	-7	-6%	-16
Cc1ccc(C)c(Cn2c3ccccc3c3cnn(CC(=O)NCC(C)c4ccccc4)c(=O)c32)c1 (configuration not stated)
→ 5	1%	0%	-2	2	7.6%	-2	-5%	-1
CCOC(=O)c1cc2c(nc1N)CC(C)(CC)OC2 (configuration not stated)
→ -9	10%	1%	9	0	3.2%	-2	2%	2
Cc1ccc2c(c1)/C(=C/c1ccccc1F)C(=O)N2
→ 16	4%	-7%	-3	2	-0.1%	-3	-11%	-7
COCCN1C(=O)c2ccc(C(=O)NCc3ccco3)cc2C1=O
→ -5	-3%	1%	-26	6	1.0%	-8	-4%	-3
CCOC(=O)c1ccc(CSc2nnc(N)s2)cc1
→ 7	5%	2%	-2	4	0.9%	1	-3%	-2
Cc1ccc(NC(=O)c2ccco2)cc1NC(=O)CSc1nnc(-c2cccs2)n1C
→ -1	-19%	-6%	0	3	0.2%	-2	-1%	-10
CCN1CCN(Cc2c(O)ccc3c(C)c(-c4ccc(OC)cc4)c(=O)oc23)CC1
→ 11	5%	2%	8	1	-1.8%	0	-3%	0
Cc1noc(C)c1COC(=O)CCCNC(=O)c1ccc(Cl)cc1
→ /	-1%	-4%	0	3	-1.9%	4	-3%	1
Cc1cccc(-n2c(SCC(=O)N3CCN(c4ccccn4)CC3)nnc2N2CCOCC2)c1
→ -8	1%	-11%	7	4	-2.5%	-1	-7%	-7
C[C@H](CO)N1C[C@H](C)[C@@H](CN(C)C(=O)C2CCOCC2)Oc2ncc(Br)cc2C1=O
→ /	4%	2%	/	/	/	/	0%	-1
O=C(NNC(=O)c1cc2ccccc2o1)c1ccncc1
→ /	1%	-1%	/	/	/	/	-3%	-5

Structural class: the compounds so far with bromine (2)
Each structure is followed by: D2 PAM	Vif-A3F inh	Vif-APOBEC3G blk	D1 antagonist	D1 agonist	RXFP1 ag	D1 PAM	GRP78 ERSR act	LDHA block
Cc1ccc(OCCn2c(Br)nc3c2c(=O)n(C)c(=O)n3C)cc1
→ 25	7%	2%	-33*	13	3.7%	-6	-3%	3
C[C@H](CO)N1C[C@H](C)[C@@H](CN(C)C(=O)C2CCOCC2)Oc2ncc(Br)cc2C1=O
→ /	4%	2%	/	/	/	/	0%	-1

Next structures
Each structure is followed by: D2 PAM	Vif-A3F inh	Vif-APOBEC3G blk	D1 antagonist	D1 agonist	RXFP1 ag	D1 PAM	GRP78 ERSR act	LDHA block
Cc1cccc(NC(=O)/C=C/c2ccc3c(c2)OCO3)n1
→ 1	-15%	1%	-1	0	3.9%	5	-6%	-5
Cc1[nH]n(-c2ccccc2)c(=S)c1C=Nc1cccc([N+](=O)[O-])c1
→ /	-5%	-1%	5	2	1.0%	1	-5%	-4
Cc1ccc(Cl)cc1NC(=O)c1nnn(Cc2ccccc2)c1N
→ 0	-10%	-2%	27	20	0.6%	12	-6%	-16
COC(=O)c1ccccc1N(C)S(=O)(=O)c1cc2c3c(c1)CC(=O)N3CCC2
→ -1	4%	-1%	0	2	9.7%	-1	-3%	0
CCOC(=O)C(C(=O)OCC)C(=O)c1cccc2ccc3ccccc3c12
→ /	-9%	1%	/	/	/	/	-2%	-1
COc1ccc(-n2ncc(C(=O)Nc3ccc4c(c3)OCO4)c2C2CCN(C(=O)OC(C)(C)C)CC2)cc1
→ -7	0%	2%	-6	3	-1.6%	-2	4%	15
COc1ccc([C@@H]2C=C(C(=O)O)O[C@H](OCCCCO)C2)cc1
→ 15	-6%	-2%	5	2	0.0%	2	-4%	1
Cc1noc(C)c1S(=O)(=O)N(CC(=O)NC1CCCC1)c1ccc(C(C)C)cc1
→ 8	-2%	3%	1	2	-1.5%	4	-4%	-1
N/C(=N\S(=O)(=O)c1cc(C(F)(F)F)cc(C(F)(F)F)c1)c1cccs1
→ -4	-5%	-9%	7	2	-0.9%	0	1%	1
CCC1OC23CCCCC2C(C#N)(C(=N)O3)C1(C#N)C#N (configuration not stated)
→ 2	-4%	-3%	-18	5	3.7%	-7	-4%	5
O=C(NC1CCCCC1)C(c1ccc2ncccc2c1)N(Cc1ccccc1)C(=O)c1ccc2c(c1)OCCO2 (configuration not stated)
→ 5	-8%	1%	10	6	6.0%	0	2%	1
CN1C(=O)CC(C(=O)O)SC1=Nc1cc(Cl)c(O)c(Cl)c1 (configuration not stated)
→ -5	-2%	2%	8	0	-1.3%	-3	-3%	0
CN(C(=O)COC(=O)c1cccnc1Nc1ccccc1F)C1CCS(=O)(=O)C1 (configuration not stated)
→ -4	-1%	0%	-31*	0	0.8%	-2	4%	-3
Cc1cccc(NC(=O)c2c(NC(=O)c3ccccc3)sc3c2CCC3)c1
→ -4	/	/	5	1	4.0%	0	/	-3
COc1ccc(N=Nc2ccc(O)c3ncccc23)cc1
→ 1	-23%	-3%	45	12	2.9%	-1	0%	4
COc1ccc(NC(=O)CSc2nnc(Cn3cnc4ccccc43)n2C)cc1
→ 0	-6%	2%	3	2	0.4%	-12	-2%	-5
CCOC(=O)c1cnn(-c2nc(-c3ccccc3)cs2)c1C(F)(F)F
→ 6	1%	-16%	13	18	-4.8%	1	0%	1
CC(=O)N(CCC1(C(C)C)CCOC(C)(C)C1)C(C)c1cccs1 (configuration not stated)
→ 4	-6%	1%	-12	0	0.7%	-5	-10%	-6
O=C(c1ccc(S(=O)(=O)N2CCOCC2)cc1)N1CCN(c2ccccc2F)CC1
→ /	-5%	1%	-16	1	1.3%	-3	-4%	-4
NC(=O)N1N=C2/C(=C/c3ccccc3)CCCC2C1c1ccccc1 (configuration not stated)
→ 2	5%	0%	8	4	-6.6%	-5	-4%	-7
Cc1c(C(=O)OC(C)C)sc(NC(=O)c2cccnc2)c1C#N
→ -1	-22%	-8%	2	12	4.3%	-7	6%	-2
CCOc1ccccc1NC(=O)C1CCN(S(=O)(=O)c2ccc(OC)c(OC)c2)CC1
→ 4	-11%	-1%	2	7	3.1%	4	-3%	-1
C[C@@H]1CN([C@@H](C)CO)S(=O)(=O)c2ccc(Br)cc2O[C@@H]1CN(C)Cc1cccnc1
→ /	-4%	-4%	/	/	/	/	-5%	-1
Cc1ccc(S(=O)(=O)NC2=NCN(C(C)C)CN2)cc1
→ /	-11%	-1%	-1	3	-3.3%	-1	-5%	-1
O=C(CC1C(=O)NCCN1Cc1cccc(F)c1F)NCCCC1CCCC1 (configuration not stated)
→ 0	1%	-6%	3	0	0.1%	10	-5%	2
CC(C)Oc1ccc(C(=O)NC2=NCCS2)cc1
→ 13	1%	-2%	-15	3	0.7%	-6	-13%	-6
CSc1nn(Cc2cccc(C)c2)c(N)c1S(=O)(=O)c1ccccc1
→ -9	-4%	4%	-16	8	0.0%	-7	0%	1
COc1ccc(CN=Nc2cc(C)nc(NS(=O)(=O)c3ccccc3Cl)n2)cc1
→ -1	/	/	2	-1	0.6%	-8	/	/
Cc1ccc(S(=O)(=O)NC2=NCN(CCOC(=O)c3ccc([N+](=O)[O-])cc3)CN2)cc1
→ 11	-1%	-1%	-6	2	-0.9%	3	-5%	-1
CCc1ccc(C(C(=O)NC2CCCC2)N(C(=O)/C=C/C(=O)Nc2cc(C)on2)c2ccccc2C)cc1 (configuration not stated)
→ 5	1%	-7%	-3	3	0.7%	0	1%	-1
O=C1N/C(=N\N=C\c2cccnc2)SC1Cc1ccc(SC(F)F)cc1 (configuration not stated)
→ -1	0%	2%	7	-3	1.0%	4	-5%	1
C=C1CCC[C@]2(C)C[C@H]3OC(=O)C(CN(Cc4ccc(OC)c(OC)c4)CC(C)O)[C@H]3CC12 (some centres not stated)
→ 4	-1%	-19%	5	0	0.3%	-1	-13%	-1
O=C(NC1CS(=O)(=O)CC1NCc1ccco1)c1ccccc1 (configuration not stated)
→ -7	2%	1%	10	1	0.3%	-9	-4%	-2
Cc1cccc(N(CC(=O)NC(C)C)C(=O)CCC(=O)Nc2nccs2)c1
→ 7	-6%	-1%	-14	1	0.0%	-1	0%	-7
CCC(C)Nc1c2c(nc3c(-c4ccccc4)c(C)nn13)CCC2 (configuration not stated)
→ 8	1%	5%	-17	1	-0.6%	-4	-4%	4
CCN(CC)c1ccc(-c2nnc(SCC(=O)N(CCOC)c3c(N)n(CC(C)C)c(=O)[nH]c3=O)o2)cc1
→ -2	-11%	-3%	27	2	0.7%	-1	-1%	3
Cc1ccc(S(=O)(=O)N(C)C[C@@H]2Oc3ncc(C#CCC(C)C)cc3C(=O)N([C@H](C)CO)C[C@H]2C)cc1
→ /	0%	-1%	/	/	/	/	-6%	-12
O=C(CSc1ccccn1)N1CCCC(Nc2ccc(F)c(F)c2)C1 (configuration not stated)
→ /	-1%	0%	-9	0	4.1%	-4	-2%	1
O=C(Nc1cccn2ncnc12)c1ccc(Cl)cc1Cl
→ 0	3%	2%	-8	3	2.3%	-1	-2%	-5
O=C(COC(=O)CNC(=O)c1cccc([N+](=O)[O-])c1)NCc1ccco1
→ -20	2%	-2%	-14	1	1.3%	-4	-5%	-6

Bioassay records as filed in PubChem BioAssay.

Only part of the results is shown, so the mix of outcomes need not match the whole.
